Screening results as filed in PubChem BioAssay.
aSyn yeast rescue: qHTS of alpha-syn Inhibitors: NCGC Sytravon Library Screen; S. cerevisiae alpha-synuclein toxicity rescue, BacTiter-Glo growth, 24 h; Potency, µM (titrated, usually from 46.1 µM), for inactives: at the top dose growth rescue (activation), actives largely listed as activators; 94,000 tested, 0.02% active; AID 1347070, 2019; active = well fitted activation curve with a large enough effect; inconclusive = small, poorly fitted or top-dose-only effect; note: 0% is about no effect
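Growth restoration measured by BacTiter-Glo luminescence after 24 hr at 30 deg C; alpha-synuclein yeast, raffinose-pregrown to mid-log, were added at OD600=0.02 in galactose medium onto pinned compounds.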
* = called active by the depositor; ? = inconclusive; [ ] = another dose, or the depositor's remark. Potency is the fitted concentration of half-maximal effect. A portion of the library, so the mix of outcomes need not match the whole.

SMILES | aSyn yeast rescue
O=C(/C=C/c1ccccc1)OCC(=O)N1CCN(c2ccccc2)CC1 | 6%
CCCCn1c(N)c(N(CC(C)C)C(=O)CC(NC(=O)c2ccccc2Cl)c2ccccc2)c(=O)[nH]c1=O (configuration not stated) | -2%
Cc1c(NC(=O)COC(=O)/C=C/c2cccc(F)c2)c(=O)n(-c2ccccc2)n1C | -4%
COc1ccc(OC)c(C2C(C(=O)Nc3ccc(C)cc3)=C(C)Nc3nnnn32)c1 (configuration not stated) | -4%
CCCSCCCNC(=O)c1ccc2nc(Cc3ccccc3)oc2c1 | -1%
CC(C)(C)NC(=O)COC(=O)c1ccc(S(=O)(=O)N2CCCC2)cc1 | 0%
C[C@@H]1CN([C@H](C)CO)C(=O)CCCn2cc(nn2)CO[C@H]1CN(C)C(=O)Nc1ccc(F)cc1 | -8%
CC(C)Cn1c(SCC(=O)NC2CC2)nc2ccc(Cl)cc2c1=O | -1%
CC(=O)Nc1cccc(NC(=O)C(=O)NCC(c2ccco2)N2CCc3ccccc32)c1 (configuration not stated) | 5%
Cc1ccc(Cn2c(CN3CCN(c4cccc(Cl)c4)CC3)nc3c2c(=O)n(C)c(=O)n3C)cc1 | 5%
CC(C)c1ccc(NC(=O)CCNS(=O)(=O)c2ccc3c(c2)CCCC(=O)N3)cc1 | -7%
CC(=O)c1ccc(NC(=O)CSc2cn(CC(=O)N3CCCCC3)c3ccccc23)cc1 | -3%
CC(C)c1ccc(/C=C(\C#N)c2nc(-c3cc4ccccc4oc3=O)cs2)cc1 | -1%
CCOC(=O)C(CC1=CS(=O)(=O)c2ccc(Cl)cc21)(NC(C)=O)C(=O)OCC | 5%
Cc1oc(-c2ccccc2F)nc1CS(=O)(=O)CC(=O)N1CCN(Cc2ccccc2)CC1 | 1%
CCN(CC)c1nc2ccccc2nc1C(=O)Nc1cc(OC)c(OC)c(OC)c1 | -9%
Cc1ccc(C(=O)NCC(=O)OCC(=O)c2ccc3c(c2)NC(=O)CO3)cc1C | -6%
CN1CCN(CC(=O)Nc2ccccc2Sc2ccccc2)CC1 | 0%
CC(C)NC(=O)Nc1ccc2c(c1)C(=O)N([C@@H](C)CO)C[C@@H](C)[C@H](CN(C)Cc1ccccc1)OCCCC[C@H](C)O2 | 4%
CCOC(=O)N1CCN(S(=O)(=O)CCNC(=O)c2cccc(OC)c2)CC1 | -6%
Cc1cc(S(=O)(=O)NCCC2=CCCCC2)ccc1Br | 6%
Cc1ccc(NC(=O)C2CCCN2C(=O)c2cccs2)c(C)c1 (configuration not stated) | 5%
Cc1ccc(OC(=O)CCN2C(=O)c3ccccc3C2=O)cc1C | 7%
CCOC(=O)CC1CCCCN1Cc1cn(C)nc1-c1ccc2c(c1)OCCO2 (configuration not stated) | 4%
Cc1ccccc1N1CCN(S(=O)(=O)c2nnc(NC(=O)c3ccc(Cl)cc3)s2)CC1 | -3%
CCOCCCNC(=O)C(c1ccc(Cl)cc1)N(Cc1cccs1)C(=O)c1ccc(NC(C)=O)cc1 (configuration not stated) | 2%
COCCNC(=O)c1cn(C)c2ccc(S(=O)(=O)N(C)C3CCCCC3)cc2c1=O | 2%
O=C(c1cc(F)ccc1F)C1CCCN(Cc2cccn2-c2ccccn2)C1 (configuration not stated) | -1%
Cc1cccc(Nc2nnc(SCC(=O)NC3CCCc4ccccc43)s2)c1 (configuration not stated) | 8%
CCOc1cc(-c2cc(C(=O)O)c3c(-c4ccccc4)[nH]nc3n2)ccc1O | -1%
COc1cc2c(cc1OC)CN(C(=O)CN(C)S(=O)(=O)c1ccc(NC(C)=O)cc1)CC2 | -1%
Cc1cccc(C)c1NC(=O)Cn1c(=O)cc(C)c2c(C)nn(-c3cccc(Cl)c3C)c21 | 5%
COc1ccccc1NC(=O)NC1CCS(=O)(=O)C1 (configuration not stated) | -7%
COCCCNC(=O)c1cccc(S(=O)(=O)N2CC3(C)CC2CC(C)(C)C3)c1 (configuration not stated) | 9%
CCCCC(CCC(=O)Nc1cccc([N+](=O)[O-])c1)C(=O)O (configuration not stated) | -9%
O=C1ON=C(c2ccc([N+](=O)[O-])cc2)/C1=C/c1ccccc1O | 12%
Cc1ccc(C(=O)CC2(O)C(=O)N(Cc3ccccc3)c3ccc(Br)cc32)cc1 (configuration not stated) | ?
COc1ccc(CNC(=O)C(=O)Nc2ccccc2OC)cc1 | -2%
CCOC(=O)C1(C(=O)OCC)C(C)CC(=O)N1c1ccccc1OC (configuration not stated) | 5%
COc1ccc(NC(=O)CSc2nc(-c3ccc(OC)cc3)[nH]c2-c2ccc(F)cc2)cc1 | -1%
COc1ccc(S(=O)(=O)N/N=C(/C)c2ccc(C)o2)cc1 | -6%
Cc1ccc(-c2nnc(Nc3cccc(Cl)c3)c3ccccc23)cc1S(=O)(=O)NCC1CCCO1 (configuration not stated) | -2%
CCOC(=O)c1[nH]cnc1C(=O)Nc1ccccc1 | 0%
CCCCN(C(=O)CC1CCCCC1)c1c(N)n(CCCC)c(=O)[nH]c1=O | -5%
Cc1cc(N)n2nc(C)c(-c3ccc(Cl)cc3)c2n1 | -12%
Cc1c(C(=O)N(C)Cc2ccc(OC(F)F)cc2)oc2ccccc12 | 17%
COc1ccc(C(CNC(=O)CNC(=O)c2cccc(F)c2)N2CCOCC2)cc1 (configuration not stated) | -1%
COC(=O)c1c(C)[nH]c(C(=O)COC(=O)CCc2ccc(OC)c(OC)c2)c1C | 3%
COc1ccc(NC(=O)Cn2c(=O)sc3ccccc32)c(OC)c1 | -4%
COc1ccc(CNC(=O)CCc2c(C)c3ccc(OC)c(C)c3oc2=O)cc1OC | -1%
COCCNC(=O)c1sc2ncccc2c1-n1c(C)ccc1C | -10%
CCn1cc(C2C(C(=O)Nc3ccc(Br)cn3)=C(C)NC3=C2C(=O)CCC3)c(C)n1 (configuration not stated) | -9%
Cc1coc2cc3oc(=O)c(CC(=O)NCCc4ccccc4)c(C)c3cc12 | 8%
COc1ccc(CNc2ncnc3c2[nH]c2cc(OC)c(OC)cc23)cc1 | -2%
CCc1ccc(CN2CCCC(CNS(=O)(=O)c3ccc(OC)cc3)C2)cc1 (configuration not stated) | -1%
Cc1csc(SC(C)C(=O)NC2CCCCC2C)n1 (configuration not stated) | 4%
Fc1ccc(C2CC(c3ccco3)n3ncnc3N2)cc1 (configuration not stated) | -42%[inhibitor]
CCc1cc(=O)[nH]c(SCC(=O)N2CCOCC2)n1 | 2%
Cc1cccc(C)c1NC(=O)CN(C)S(=O)(=O)c1ccc2[nH]c3c(c2c1)CCCC3 | 8%
Cc1cccc(N(C)C(=O)c2cc(S(=O)(=O)N3CCc4ccccc43)cn2C)c1 | 16%

Among those listed so far, five contain a furan ring, fused or not.
SMILES | aSyn yeast rescue
CC(=O)Nc1cccc(NC(=O)C(=O)NCC(c2ccco2)N2CCc3ccccc32)c1 (configuration not stated) | 5%
COc1ccc(S(=O)(=O)N/N=C(/C)c2ccc(C)o2)cc1 | -6%
Cc1c(C(=O)N(C)Cc2ccc(OC(F)F)cc2)oc2ccccc12 | 17%
Cc1coc2cc3oc(=O)c(CC(=O)NCCc4ccccc4)c(C)c3cc12 | 8%
Fc1ccc(C2CC(c3ccco3)n3ncnc3N2)cc1 (configuration not stated) | -42%[inhibitor]

A draw from above in order of molar mass, falling:
SMILES | aSyn yeast rescue
CCCCn1c(N)c(N(CC(C)C)C(=O)CC(NC(=O)c2ccccc2Cl)c2ccccc2)c(=O)[nH]c1=O (configuration not stated) | -2%
Cc1cccc(C)c1NC(=O)Cn1c(=O)cc(C)c2c(C)nn(-c3cccc(Cl)c3C)c21 | 5%
Cc1cccc(Nc2nnc(SCC(=O)NC3CCCc4ccccc43)s2)c1 (configuration not stated) | 8%
Cc1cccc(N(C)C(=O)c2cc(S(=O)(=O)N3CCc4ccccc43)cn2C)c1 | 16%
Cc1c(NC(=O)COC(=O)/C=C/c2cccc(F)c2)c(=O)n(-c2ccccc2)n1C | -4%
CCOC(=O)N1CCN(S(=O)(=O)CCNC(=O)c2cccc(OC)c2)CC1 | -6%
COc1ccc(S(=O)(=O)N/N=C(/C)c2ccc(C)o2)cc1 | -6%

Remaining list, next part:
SMILES | aSyn yeast rescue
COc1ccc(N2CCN(C(=O)COC(=O)CCOc3ccc(C)cc3)CC2)cc1 | -10%
COc1cc(NC(=O)NCC2CCN(Cc3ccccc3Cl)CC2)cc(OC)c1OC | 5%
O=C(Nc1cccc(C(=O)O)c1)/C(=C\c1ccccc1)NC(=O)c1ccco1 | 7%
COc1ccc(C2CC(=O)c3c([nH]c(C(=O)OC4CCCC4)c3C)C2)cc1OC (configuration not stated) | -6%
COc1cc(C2c3c(-c4cc(C)ccc4O)n[nH]c3C(=O)N2Cc2cccnc2)cc(OC)c1OC (configuration not stated) | -3%
COc1ccc(NC(=O)c2c(NCc3ccc(C)o3)sc3c2CCC(C)C3)cc1 (configuration not stated) | 14µM*
COc1ccc(CCNS(=O)(=O)CCNC(=O)c2ccc3c(c2)OCO3)cc1OC | -23%
Cc1cc(C)c2c(CC(=O)Nc3ccc(S(=O)(=O)N4CCCC(C)C4)cc3)coc2c1 (configuration not stated) | 4%
CC(NC(=O)C(C)(C)C)C(c1cccs1)N1CCN(Cc2ccccc2)CC1 (configuration not stated) | -5%
O=C(CSc1ncc2c(n1)-c1cc(Cl)ccc1N(Cc1ccccc1)S2(=O)=O)Nc1ccc(F)cc1F | 2%
O=C(NCCc1ccccc1)C1CCN(c2nc3ccccc3nc2C(F)(F)F)CC1 | 6%
C[C@@H]1CN([C@H](C)CO)C(=O)CCCn2nncc2CO[C@H]1CN(C)C(=O)Nc1ccc2c(c1)OCO2 | -2%
Cc1c(C(=O)N(Cc2ccccc2F)C2CCS(=O)(=O)C2)oc2ccccc12 (configuration not stated) | 7%
Cc1c(C(=O)N(C)C)sc2c1c(=O)n(-c1ccc(Cl)c(Cl)c1)c(=O)n2CC(=O)C(C)(C)C | 5%
CCN1CCN(C(=S)Nc2cccc(C(F)(F)F)c2)CC1 | 4%
O=C(O)CCCNC(=O)CCn1nnc2ccccc2c1=O | -1%
O=C(NC1CCOC1)c1ccc(OC2CCN(CCc3ccccc3)CC2)cc1 (configuration not stated) | 9%
COc1cccc(NC(=O)Cn2c(=O)n(Cc3ccccc3)c(=O)c3ccccc32)c1 | 5%
COc1cccc(CNC(=O)COC(=O)c2ccc(-c3ccc(O)cc3)cc2)c1 | -1%
O=C(NC1CCC(O)CC1)c1cccc2cccnc12 (configuration not stated) | -12%

Reformatted as a markdown table: entries from further up.
| smiles | aSyn yeast rescue |
| --- | --- |
| COc1ccc(C2CC(=O)c3c([nH]c(C(=O)OC4CCCC4)c3C)C2)cc1OC (configuration not stated) | -6% |
| CC(NC(=O)C(C)(C)C)C(c1cccs1)N1CCN(Cc2ccccc2)CC1 (configuration not stated) | -5% |

(list continues)
SMILES | aSyn yeast rescue
CC(NC(=O)c1cccc(S(=O)(=O)N2CCN(C)CC2)c1)C1CC2CCC1C2 (configuration not stated) | -9%
CCN(CC)C(=O)Cn1ncc2c([nH]c3ccc(C)cc32)c1=O | 0%
COc1ccc(-n2ccnc(NCCc3ccc(Cl)cc3)c2=O)cc1OC | 1%
Cc1ccccc1CNC(=O)c1ccc(CS(=O)Cc2ccc(Cl)cc2)o1 (configuration not stated) | 4%
CC(=O)N1CCc2cc(CNC(=O)Cc3ccc(F)cc3)ccc21 | 2%
O=C(Nc1nonc1-c1ccc(Cl)cc1)c1ccccc1F | -19%
Cc1ccc(Cc2nnc(SCC(=O)Nc3ccccc3Cl)[nH]c2=O)cc1 | 3%
COCCNC(=S)N(CCCO)Cc1cc2cc3c(cc2[nH]c1=O)OCO3 | -6%
COc1ccc(NS(=O)(=O)c2cccc(C(=O)NCc3cccnc3)c2)cc1 | 0%
O=[N+]([O-])c1cccnc1Nc1ccc(Cl)cc1 | 0%
CC(=O)Nc1cccc(/C(C)=N/NC(=O)c2ccc3c(c2)OCO3)c1 | 0%
CN(C)c1ccc(/C=N/N=C2/SC(CC(=O)O)C(=O)N2c2ccc(O)cc2)cc1 (configuration not stated) | -4%
CCOC(=O)c1ccc(NC(=O)c2cc(=O)c3cc(CC)ccc3o2)cc1 | -2%
COC(=O)c1cc(S(=O)(=O)N2CCN(c3ccc(C)cc3C)CC2)cn1C | 13%
CCCCCn1c(CCNC(=O)c2ccc(F)cc2)nc2ccccc21 | -3%
COc1ccc(CC(=O)NCc2nc3cccnc3n2Cc2ccc(C)cc2)cc1OC | 3%
COCCCNC(=O)Cn1c(=O)n(CCCC(=O)NCc2ccc(C)cc2)c(=O)c2ccccc21 | 0%
CC(C)Cc1nn2c(=O)cc(COC(=O)c3ccc4c(c3)OCO4)nc2s1 | -5%
NC(=O)c1nsc(C(=O)N(Cc2cccnc2)C(C(=O)NC2CCCCC2)c2ccc(F)cc2)c1N (configuration not stated) | -1%
CC(=O)NN1C(=O)c2ccccc2NC1c1ccccc1O (configuration not stated) | -45%[inhibitor]
COc1ccccc1Nc1nn2c(=O)c3ccc(C(=O)N4CCC(C)CC4)cc3nc2s1 | 0%
CCOC1CCc2c(C)nc(N)nc2S1 (configuration not stated) | -3%
CC(C)c1ccc(NC(=O)c2cn(C3CCCCC3)c(=O)c3c2c2ccccc2n3C)cc1 | -1%
COc1ccc(/C=C2\SC(=S)N(C(Cc3ccccc3)C(=O)O)C2=O)cc1 (configuration not stated) | -59%[inhibitor]
Cc1cccc(NC(=S)N(CCCN2CCCC2)Cc2cccn2Cc2ccc(Cl)cc2)c1 | 5%
